# Bioassay records from PubChem.
# Mcl1-Noxa inh: disrupts binding of human Mcl-1 to Noxa peptide; AID 1022; Q07820; TR-FRET Mcl-1/Noxa peptide binding, 2 h; inhibition, % at 21.7 µM; 220,000 tested, 1.5% active;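 active means compounds that cut the protein-peptide binding signal by more than 50% relative to plate controls in a single-dose test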;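 further: His-tagged Mcl-1 with rhodamine Noxa BH3 peptide and terbium anti-His antibody; 0% = Mcl-1 plus Noxa peptide wells and 100% = peptide-only wells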
# Target sequence (Q07820 whole entry, looked up): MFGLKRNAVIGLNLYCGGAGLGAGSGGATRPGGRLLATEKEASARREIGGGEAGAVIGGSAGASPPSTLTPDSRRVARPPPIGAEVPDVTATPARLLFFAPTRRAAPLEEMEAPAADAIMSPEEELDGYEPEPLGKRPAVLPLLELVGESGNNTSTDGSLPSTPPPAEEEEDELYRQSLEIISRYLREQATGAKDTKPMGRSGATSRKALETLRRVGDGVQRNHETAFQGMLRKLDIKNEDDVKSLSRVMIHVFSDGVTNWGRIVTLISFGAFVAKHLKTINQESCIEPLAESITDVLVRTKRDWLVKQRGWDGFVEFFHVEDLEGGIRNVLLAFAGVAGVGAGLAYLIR
# Pf gamet viab: kills late stage P. falciparum gametocytes. P. falciparum stage V gametocytes, ATP luminescence, 24 h. inhibition, % at 10.9 µM. 150,000 tested, 0.065% active. AID 743093;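 active means inhibition above the mean plus 3 SD of compounds within the control limits, set per campaign, cut at about 38% in these data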;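 further: 0% = DMSO wells and 100% = medium only without gametocytes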
# Mcl1 Bid PPI: disrupts binding of human Mcl-1 to Bid peptide. inhibition, % at 21.7 µM. TR-FRET Mcl-1/Bid-Dy647 peptide binding, 1536-well. AID 1021. 220,000 tested, 0.97% active;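 active means compounds that cut the binding signal by more than half at the single screening dose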;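 further: His-tagged Mcl-1 with europium anti-His antibody binding Bid BH3 peptide; 0% = Mcl-1 plus peptide wells and 100% = peptide-only wells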
# Avidin bead fluor: avidin bead compound fluorescence profile. 220,000 tested, 0.38% active. fluorescence (KMESF) at 10 µM. Avidin beads, compound fluorescence 488/530 nm, flow cytometry; hits give high values; in the data active means fluorescence above about 47; further: inactives centre near 10
# Numbers without * were called inactive.
SMILES,Mcl1-Noxa inh,Pf gamet viab,Mcl1 Bid PPI,Avidin bead fluor
Cc1nc(SC(C(N)=O)c2ccccc2)c(C#N)c(C)c1C (stereo unspecified),2,11,-9,8
CC1CCCCC1NC(=O)c1ccc(S(=O)(=O)NNC(=O)c2ccncc2)cc1 (stereo unspecified),-8,-6,-26,6
Cc1onc(-c2c(Cl)cccc2Cl)c1C(=O)c1ccccc1,15,-8,0,3
Nc1c(C(=O)c2ccccc2)sc2nsc(SCCN3CCCC3)c12,-16,-1,-28,8
COC(=O)c1cc(C)nc(Sc2ccccc2N)n1,33,-3,-44,6
O=S(=O)(O)c1nc2ccccc2[nH]1,2,18,7,7
CCCCC#Cc1cncc(C(=O)NN)c1,4,-8,-15,9
CC1Cc2cc(/C=C3/SC(N4CCC(C(N)=O)CC4)=NC3=O)ccc2O1 (stereo unspecified),13,-8,-13,10
COc1ccccc1Nc1nc(NCc2ccco2)nc(N)c1[N+](=O)[O-],33,1,-15,4
O=C(Oc1c(-c2ccccc2)c(=O)n2c3c(cccc13)CC2)c1ccccc1,2,14,4,7
NC(=S)Cc1ccc(Cl)cc1Cl,0,-8,-52,7
NC(=O)[C@H]1CC2(CC(c3cccc(NC(=O)CC(c4ccccc4)c4ccccc4)c3)=NO2)CN1C(=O)C(c1ccccc1)c1ccccc1 (stereo partly specified),-14,1,-22,8
CNC(=O)c1c(NC(=O)c2ccc(S(=O)(=O)N3CCCc4ccccc43)cc2)sc2c1CCN(C)C2,8,-7,-24,6
CC(C)(C)c1ccc(NC(=O)N2CCCN(c3ccc([N+](=O)[O-])cn3)CC2)cc1,0,1,7,4
Nc1nonc1-n1nnc(C(=O)N/N=C/C2CC=CCC2)c1CSc1ccccc1 (stereo unspecified),0,-13,-17,37
CCN(CC)C(=O)CSc1nnc(-c2ccccn2)n1Cc1ccccc1,15,7,-21,10
CC(=O)Nc1ccc(S(=O)(=O)C(C#N)c2nc3ccccc3nc2NCCCO)cc1 (stereo unspecified),9,17,-7,7
CCC(C)[C@H](NC(=O)Nc1ccccc1F)C(=O)O (stereo partly specified),11,5,85*,8
Cc1ccc(S(=O)(=O)NC(=O)Nc2cccc(C)n2)cc1,-9,15,-6,6
O=C(NNC(=O)c1nn(-c2ccc(F)cc2)ccc1=O)Nc1cccc(Cl)c1,11,10,-10,9
Cc1nnc(Sc2cc(C(=O)NCCCOC(C)C)c3ccccc3n2)s1,-17,-8,-23,5
Cc1[nH][nH]c(=O)c1C(c1ccc([N+](=O)[O-])cc1)c1c(C)[nH][nH]c1=O,-13,-4,-37,5
C=CCC(Nc1ccccc1)c1cccc(OC)c1OC (stereo unspecified),6,11,-43,5
CNC(=O)CC1C(=O)N(c2ccc(OC)cc2)C(=S)N1NC(=O)c1cccc(F)c1 (stereo unspecified),-3,14,99*,3
O=C1NC(=S)N/C1=C/c1cccnc1,-5,3,-7,6

# Some of these compounds in order of SMILES length, rising.
SMILES,Mcl1-Noxa inh,Pf gamet viab,Mcl1 Bid PPI,Avidin bead fluor
NC(=S)Cc1ccc(Cl)cc1Cl,0,-8,-52,7
CCCCC#Cc1cncc(C(=O)NN)c1,4,-8,-15,9
O=C1NC(=S)N/C1=C/c1cccnc1,-5,3,-7,6
O=S(=O)(O)c1nc2ccccc2[nH]1,2,18,7,7
C=CCC(Nc1ccccc1)c1cccc(OC)c1OC (stereo unspecified),6,11,-43,5
CCC(C)[C@H](NC(=O)Nc1ccccc1F)C(=O)O (stereo partly specified),11,5,85*,8
Cc1nc(SC(C(N)=O)c2ccccc2)c(C#N)c(C)c1C (stereo unspecified),2,11,-9,8
Nc1c(C(=O)c2ccccc2)sc2nsc(SCCN3CCCC3)c12,-16,-1,-28,8
CCN(CC)C(=O)CSc1nnc(-c2ccccn2)n1Cc1ccccc1,15,7,-21,10
Cc1nnc(Sc2cc(C(=O)NCCCOC(C)C)c3ccccc3n2)s1,-17,-8,-23,5
COc1ccccc1Nc1nc(NCc2ccco2)nc(N)c1[N+](=O)[O-],33,1,-15,4
CC1Cc2cc(/C=C3/SC(N4CCC(C(N)=O)CC4)=NC3=O)ccc2O1 (stereo unspecified),13,-8,-13,10
O=C(Oc1c(-c2ccccc2)c(=O)n2c3c(cccc13)CC2)c1ccccc1,2,14,4,7
CC(=O)Nc1ccc(S(=O)(=O)C(C#N)c2nc3ccccc3nc2NCCCO)cc1 (stereo unspecified),9,17,-7,7
CNC(=O)CC1C(=O)N(c2ccc(OC)cc2)C(=S)N1NC(=O)c1cccc(F)c1 (stereo unspecified),-3,14,99*,3
CC(C)(C)c1ccc(NC(=O)N2CCCN(c3ccc([N+](=O)[O-])cn3)CC2)cc1,0,1,7,4
Cc1[nH][nH]c(=O)c1C(c1ccc([N+](=O)[O-])cc1)c1c(C)[nH][nH]c1=O,-13,-4,-37,5
CNC(=O)c1c(NC(=O)c2ccc(S(=O)(=O)N3CCCc4ccccc43)cc2)sc2c1CCN(C)C2,8,-7,-24,6
NC(=O)[C@H]1CC2(CC(c3cccc(NC(=O)CC(c4ccccc4)c4ccccc4)c3)=NO2)CN1C(=O)C(c1ccccc1)c1ccccc1 (stereo partly specified),-14,1,-22,8

# Remaining list, next part:
SMILES,Mcl1-Noxa inh,Pf gamet viab,Mcl1 Bid PPI,Avidin bead fluor
Cc1ccc(S(=O)(=O)CC(C)(O)CS(=O)(=O)c2ccc(C)cc2)cc1,-10,2,-5,4
OC(CC#CCN1CCCC1)(c1ccccc1)c1ccccc1,5,12,-7,8
CN(C)CCOC(=O)C12CC3CC(C1)CC(C(=O)OCCN(C)C)(C3)C2,15,-7,14,4
O=[N+]([O-])c1ccc(O)c(/C=N/n2c(CO)nc3ccccc32)c1,7,8,-5,7
COc1ccc(OCC(O)CNC(=O)Nc2ccc(F)cc2)cc1 (stereo unspecified),9,-11,-4,6
Nc1cc(=O)[nH]c(SCC(=O)N2N=C(c3ccc4ccccc4c3)CC2c2ccccc2)n1 (stereo unspecified),11,-3,-62,7
Cc1ccc2nc(C)c3c(c2c1)SCC3,7,-9,-23,102*
O=C(CSC1CS(=O)(=O)c2cc([N+](=O)[O-])ccc21)NNC(=O)c1ccc(Cl)cc1 (stereo unspecified),-14,-10,-14,8
Cc1ccc(C(=O)N/N=C\c2ccc([N+](=O)[O-])o2)cn1,10,9,-39,4
N#C/C(=N\Nc1cccc(C(F)(F)F)c1)C(=O)c1ccsc1,8,-23,-10,4
O=C(NCc1ccccc1)C12CC3CC(CC(Cl)(C3)C1)C2,-3,-4,-25,4
COc1ccccc1CNC(=O)Cn1c(=O)oc2cc(Cl)ccc21,-8,-3,-11,7
O=C(CNc1ccccc1C(=O)O)c1ccccc1,7,14,-92,7
CC(=O)c1ccc(N2C(=O)[C@@H]3[C@H](C2=O)[C@H]2c4ccccc4C=NN2[C@@H]3C(C)=O)cc1,11,7,-13,7
COc1ccc(-c2ncncc2-c2ccc(Cl)cc2)c(O)c1,-9,-1,-22,8
COc1ccc(Cl)cc1C(=O)NNC(=O)c1nc2nc(C)cc(C)n2n1,6,11,-31,6
Cc1onc(-c2c(F)cccc2Cl)c1C(=O)N1CCN(c2ncc(Br)cn2)CC1,-14,-2,4,4
O=C(NCCCN1CCCC1=O)c1cc2c(s1)CCCCC2,-12,3,-29,7
O=C(CC(Cc1ccccc1)c1ccco1)NCc1ccco1 (stereo unspecified),1,11,-9,3
C=CCNC(=O)O/N=C/c1csc([N+](=O)[O-])c1,6,5,-21,3
O=C1N/C(=N\c2ccccn2)SC1Cc1ccccc1Cl (stereo unspecified),16,2,19,5
O=c1c(CO)cc(CO)cc(CO)c1O,-214,-15,-95,5
Clc1ccc(CNc2ccc(CNc3ncn[nH]3)cc2)c(Cl)c1,8,-17,-44,6
CC1CCCCC1NC(=O)CSc1ccc([N+](=O)[O-])cc1 (stereo unspecified),-12,-26,-49,9
O=C(c1ccccc1)c1ccccc1N1C(=O)C=CC1=O,30,-35,30,5

# Random excerpt: 2 compounds from above, in no set order.
SMILES,Mcl1-Noxa inh,Pf gamet viab,Mcl1 Bid PPI,Avidin bead fluor
OC(CC#CCN1CCCC1)(c1ccccc1)c1ccccc1,5,12,-7,8
Cc1ccc2nc(C)c3c(c2c1)SCC3,7,-9,-23,102*

# More structures:
SMILES,Mcl1-Noxa inh,Pf gamet viab,Mcl1 Bid PPI,Avidin bead fluor
Cc1ccc(CCSc2ccc(F)cc2)cn1,14,-11,-17,3
Cc1nc([N+](=O)[O-])cn1CCC#N,-7,-5,-2,9
COc1cc2ccccc2nn1,1,-13,-14,7
CCC(C)Nc1nc2c(c(=O)n(C)c(=O)n2C)n1C (stereo unspecified),0,-12,-7,6
Cn1ccnc1C(O)(c1ccccc1)c1ccccc1,-3,13,-7,7
Nc1nonc1C(=O)NCCNc1ccc([N+](=O)[O-])cc1,-6,-5,-8,7
Cc1cc2cc(C(=O)N3CCc4c([nH]c5ccccc45)C3c3ccccn3)ccc2o1 (stereo unspecified),15,3,-87,6
O=C(NC(=O)c1ccc(C(F)(F)F)cc1)Nc1ccc(-c2cnco2)cc1,-27,11,6,7
Cc1ccc(/C(O)=C/C(=O)C(=O)NC23CC4CC(CC(C4)C2)C3)cc1,-84,-20,-74,6
Cc1c(O)ccc2c(CN3CCN(C/C=C/c4ccccc4)CC3)cc(=O)oc12,15,-6,-49,3
CCOC(=O)CN(C(=O)COc1nc(C)cc(C)c1C#N)c1ccc(Cl)cc1,-13,6,-13,6
COc1ccc(S(=O)(=O)Nc2ccc3oc4ncccc4c(=O)c3c2)cc1OC,-5,10,-54,8
COc1cc(C(=O)Nc2ccc(S(=O)(=O)Nc3nccc(C)n3)cc2)c([N+](=O)[O-])cc1OC,20,13,2,4
Cc1ccc(-n2c(-c3cc(-c4ccco4)[nH]n3)n[nH]c2=S)c(Br)c1,39,1,-62,5
NC(=O)c1ccc(Oc2ccc(C(N)=O)cc2)cc1,16,19,3,2
Cc1cccc(Cl)c1NC(=O)N1CCN(c2ccnc3cc(Cl)ccc23)CC1,7,-75,-43,7
CCOC(=O)c1ccc(NC(C)=O)c([N+](=O)[O-])c1,-7,-4,-23,6
C/C(=N\NC(=O)c1n[nH]c2c1CCC2)c1ccco1,-6,-9,-32,32
O=C(NCc1ccccc1C(F)(F)F)C1CC(c2ccc(C(F)(F)F)cc2)=NO1 (stereo unspecified),-14,10,-16,9
O=C(Cc1n[nH]c(=O)c2ccccc12)NCc1ccc(Cl)cc1,0,-24,2,4
Cc1ccc2c(c1)c1ncn(Cc3ccc(F)cc3)c(=O)c1n2C,-20,15,-16,5
N#CC(C(=S)Nc1ccccc1)c1nc2ccccc2[nH]1 (stereo unspecified),-48,-4,-126,7
CCN1CCc2c(sc(NC(=S)NC(=O)c3ccc(Cl)cc3)c2C(N)=O)C1,19,-4,-1,2
CCOC(=O)CCNC(=O)CCNC(=O)C(c1ccccc1)c1ccccc1,-13,-24,-7,10
COc1cc(NC(=O)c2cncc(-c3ccc(C#N)cc3)c2)cc(C(=O)Nc2cccc(C(F)(F)F)c2)c1,-7,-5,37,15

# Next part:
SMILES,Mcl1-Noxa inh,Pf gamet viab,Mcl1 Bid PPI,Avidin bead fluor
COC(=O)c1cc(-c2ccc(S(=O)(=O)N3CCCC3)cc2)c(C(F)(F)F)s1,-8,-18,-3,6
N#Cc1ccsc1NC(=O)CN1CCOCC1,-1,4,-19,6
O=C(NC(=O)N1CCCC1)c1csnn1,-8,-26,-32,9
Cc1ccc(/C=N/NC(=O)c2ccco2)cc1,-19,8,-25,8
Cc1cc(/C=C(\C#N)C(=O)Nc2ccccc2)c(C)n1-c1ccc(C(=O)O)cc1,10,7,-18,6
CCC1S/C(=N/N=C/c2ccco2)N(Cc2ccc(F)cc2)C1=O (stereo unspecified),-20,2,-12,6
NS(=O)(=O)c1ccc(C(=O)Nc2ccc(-c3nc4cccnc4s3)cc2)cc1,49,17,52*,5
CCc1ccc2nc(/N=C(\N)NC(=O)c3ccccc3)nc(C)c2c1,-44,-15,-20,6
COc1cccc(-n2c(O)c(C=NCc3ccccn3)c3ccccc3c2=O)c1,18,-12,-37,8
CCS(=O)(=O)NCCc1csc(-c2ccc(OC)c(OC)c2)n1,-9,21,0,7
Cc1cccc2cc(/C=N/NC(=O)[C@H]3C[C@@H]3c3ccccc3)c(Cl)nc12,19,-19,-31,10
S=C(NCc1cccnc1)Nc1ccc(Oc2ccc(Cl)cc2)cc1,27,7,-18,3
O=[N+]([O-])c1cccc(-c2csc(CS(=O)(=O)Cc3ccco3)n2)c1,4,-4,-7,7
CCOC(=O)c1c(CSC(=N)N)n(C)c2cc(Br)c(OC(C)=O)cc12,23,0,-15,4
CC(C)C(=O)N1CCC2(CC1)Oc1ccc(Cl)cc1C(=O)C21CC(c2cccnc2)=NO1 (stereo unspecified),2,-2,-26,8
O=C(O)COc1ccccc1/C=N/NC(=O)CSc1nc2ccccc2c(=O)n1-c1ccccc1,0,6,3,7
O=C(CC(c1ccccc1)c1ccccc1)Nc1ccncc1,1,-8,-31,7
CN1CCN(C(=O)C23CC4CC(C)(CC(C)(C4)C2)C3)CC1,9,3,7,8
CC(=O)Nc1c(O)nc(C)[nH]c1=O,5,-19,-3,6
COc1ccc(/C=C2\Oc3cc(OC(=O)N4CCOCC4)ccc3C2=O)cc1,5,-22,-1,3
COc1ccc(C(O)P(=O)(OCc2ccccc2)c2ccc(N(C)C)cc2)cc1 (stereo unspecified),25,2,-115,4
CC1(C)Cc2nc3sc(C(=O)NCCCO)c(N)c3cc2CO1,-3,14,-113,4
Cc1ccc(/C=C2\S/C(=N/S(=O)(=O)c3cccs3)NC2=O)cc1,-10,6,-17,6

# Some of the compounds tested; count on the stated rates, not on these rows.
